PMI inhibition – MPI inhibition at elevated mannose 6-phosphate – biochemical, fluorescence intensity, high mannose 6-phosphate, primary screen (AID 1220) | inhibition, % at 20 µM, or IC50 in µM where a hit was titrated | 190,000 tested, 0.66% active | recombinant PMI enzyme, coupled fluorescence intensity; higher % means a stronger effect
M1AAP inhibition – P. falciparum M1AAP inhibitors, biochemical, fluorogenic H-Leu-NHMec substrate, 1536-well (AID 1445); inhibition, % at 30 µM, or IC50 in µM where a hit was titrated; recombinant M1AAP, H-Leu-NHMec fluorogenic kinetic assay; higher % means a stronger effect; 220,000 tested, 0.42% active;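 active = primary inhibition above the hit cutoff, then over 50% inhibition at one or more dose response concentrations, cut at about 23% in these data, passing the limit was not always enough; inconclusive = conflicting primary data, or primary hits not chosen for dose response; inactive = low primary inhibition, or under 50% at every dose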;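 also: plate controls were DMSO full reaction for no effect and no enzyme background for full effect; strong numbers were not always called active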
Myeloid diff MLP – myeloid differentiation induction. ER-HoxA9 myeloid progenitors, lysozyme-GFP differentiation, flow cytometry. calls only at 10 µM. 360,000 tested, 1% active;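 active = normalized GFP-positive differentiation at or above the plate's own cutoff, the solvent-only control mean plus 3 SD; inconclusive = no clear call, values can overlap the other calls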;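 also: cells exposed to compound for four days before flow analysis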
WT yeast gro inh – growth inhibition of WT yeast, mitochondrial fusion screen; AID 1362; 190,000 tested, 2.1% active; inhibition, % at 10 µM; mitochondrial fusion phenotypic screen, WT strain; in the data active = inhibition above about 58%; tested in S. cerevisiae
Lipid droplet – hepatic lipid droplet formation modulation. AML12 mouse hepatocytes, oleate lipid droplets, BODIPY imaging. inhibition, % at 6.5 µM. 240,000 tested, 0.4% active;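 active = lipid droplet intensity inhibited by at least 50%, with more than 500 cells counted; inconclusive = wells with under 300 cells, treated as cytotoxic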
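material = mouse AML12 hepatocyte cell line, fixed after treatment | also added = 100 µM oleic acid challenge | doses = compound at 6.5 µM only | schedule = overnight exposure | technique = Image-based BODIPY and DAPI two-channel analysis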
PMI inhibitors – MPI enzyme activity inhibition – biochemical, fluorescence intensity, coupled assay, primary screen (AID 1209); purified PMI enzyme, coupled fluorescence intensity; higher % means a stronger effect; inhibition, % at 20 µM, or IC50 in µM where a hit was titrated; 190,000 tested, 0.42% active;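 also: plate controls were DMSO vehicle for no effect and wells lacking substrate for full effect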
TNAP activation fold – human TNAP enzyme activators, primary screen, biochemical, luminescent, no phosphate acceptor, uHTS (AID 1001) | purified TNAP, luminescent activation assay, no phosphate acceptor; higher activation fold means a stronger effect | activation fold at 20 µM; hits with a dose series show EC50 in µM | 200,000 tested, 0.03% active; in the data active = activation fold from about 3, or a potency from the dose series; inactive = the rest, 99 in 100 with activation fold below about 1.6; also: many of its hits are not listed in these tables
UTI89 phage lysis – protection from phage-mediated lysis, alamar blue read-out – E. coli UTI89, K1F phage, bacterial capsule biogenesis inhibitors (AID 488966); E. coli UTI89 K1F phage lysis, alamar blue, 2 h; higher % means a stronger effect; inhibition, % at 100 µM; hits with a dose series show IC50 in µM; 340,000 tested, 0.02% active;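 active = phage lysis inhibition, versus mean bacterial control, above a set limit; inconclusive = no clear call, values can overlap the other calls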;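 also: capsule biogenesis inhibitors block K1F phage lysis so surviving cells raise fluorescence; higher fluorescence means more inhibition of phage lysis; actives were called in the ten point dose series up to 300 µM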
ER stress rescue – rescue of cells from ER stress-induced death, primary screen, 384-well, CSM14.1, thapsigargin, ATP luminescence (AID 1222); CSM14.1 thapsigargin-induced death rescue, ATP luminescence; higher % means a stronger effect; one-dose cellular ATP content (survival), % at 20 µM; EC50 in µM for titrated hits; 190,000 tested, under 10 active;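 active = EC50 below 50 µM in the dose-response confirmation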;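 also: death triggered by thapsigargin at about 15 µM added after 2 h compound pretreatment; cell ATP read after overnight thapsigargin exposure of roughly 18 to 22 hours; normalized against plate controls of thapsigargin alone and 5% DMSO vehicle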
WT yeast gro inh mutant strain – recorded beside WT yeast gro inh, whose call it bears; inhibition, %; mitochondrial fusion phenotypic screen, mutant strain inhibition
Lipid droplet cells 6.5 µM – also measured in Lipid droplet; calls as there; cell count; measured here: cell count, cytotoxicity flag;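 cells counted across two imaged fields per well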
Myeloid diff MLP GFP+ MAC1+ % – also measured in Myeloid diff MLP; calls as there; GFP+ MAC1+ double positive, %; measured here: differentiation confirmed by MAC1 staining
* hit, by the source's call; i = inactive; ? = inconclusive; . = not tested or not shown; & = joins results of further samples; [ ] = another dose, or the depositor's remark. Rule as the data show it, unless noted: active = inhibition above about 50%; inactive = the rest.

molecule	PMI inhibition	M1AAP inhibition	Myeloid diff MLP	Myeloid diff MLP GFP+ MAC1+ %	WT yeast gro inh	WT yeast gro inh mutant strain	Lipid droplet	Lipid droplet cells 6.5 µM	PMI inhibitors	TNAP activation fold	UTI89 phage lysis	ER stress rescue
Cc1ccc(S(=O)(=O)C2(C(=O)N3CCN(c4cc(C)ccc4C)CC3)CC2)cc1	9%	2%	i	0.2	28	-17	-3	723	7%	1.1	0.4%	0.3%
Fc1ccc(/C=N/NC(=S)Nc2cccnc2)cc1	6%	5%	i	0.0	-1	8	22	661	0%	1.1	-1.3%	-0.6%
C=CCC(=O)N1CCCC(CNC(=O)c2ccc(-c3ccccc3)cc2)C1 (stereo unspecified)	-7%	.	i	0.4	-15	-15	3	743	0%	1.1	-0.3%	-0.8%
CNc1ccc(S(=O)(=O)NCC(=O)OCC(=O)Nc2cccc(Cl)c2Cl)cc1[N+](=O)[O-]	11%	6%	i	0.7	15	18	-7	648	2%	1	2.8%	-1.1%
COC(=O)c1ccc(Cn2c(C)cc(C)[n+]2C)o1	-18%	12%	i	0.7	.	.	-6	736	-9%	1.1	2.4%	-2.5%
CCOc1cccc(/C=N/NC(=S)Nc2cc(S(=O)(=O)N3CCOCC3)ccc2N2CCOCC2)c1O	1%	-4%	i	0.5	2	1	14	591	-4%	2.9	?	-1.2%
COc1cccc(-c2nc3ccccc3s2)c1O	20%	5%	i	0.3	5	-7	29	713	13%	1.1	0.4%	-0.2%
COc1cc(/C=C(\NC(=O)c2ccccc2)C(=O)N2CC3CC(C2)c2cccc(=O)n2C3)cc(OC)c1OC (stereo unspecified)	.	2%	i	0.6	.	.	-5	690	.	.	-0.2%	.
O=C(COc1ncnc2ccccc12)NCc1ccco1	-6%	1%	i	1.0	-6	-7	1	715	-8%	1	?	-1.0%
Cc1ccc(CN=c2c([N+](=O)[O-])nn(-c3ccc(Cl)cc3)n2O)cc1	-4%	10%	i	0.2	21	26	-5	616	-7%	0.9	-0.1%	-1.2%
O=c1c2ccccc2c(C=Nc2ccc(S(=O)(=O)Nc3ncccn3)cc2)c(O)n1-c1cccc(Cl)c1	0%	2%	.	.	-1	2	12	739	5%	1	.	-1.1%
CCOC(=O)c1sc(=S)n(CC)c1NC(=O)C1CC1	6%	17%	i	1.4	4	6	2	772	12%	1.1	1.9%	-3.1%
Cc1nn(CC(=O)Nc2ccc3c(c2)nc2n3CCOC2)c(=O)c2ccccc12	2%	-3%	i	7.8	-11	-2	16	832	4%	1	1.1%	-0.4%
COC(=O)[C@H](CCSC)NS(=O)(=O)c1ccccc1Br	.	4%	i	2.0	.	.	-14	780	.	.	2.1%	.
O=C(NCc1cccs1)C1CCN(c2nccs2)CC1	10%	8%	i	1.1	-2	8	.	.	5%	1.1	1.9%	0.7%
Nn1cnnc1SCC(=O)Nc1ccc2c(c1)OCCO2	10%	7%	i	1.8	3	6	-7	633	7%	1.1	3.4%	.
O=C(CSCc1ccc(Cl)cc1)NCc1ccc2c(c1)OCO2	9%	6%	i	0.8	1	-6	19	750	16%	1.1	-0.1%	7.6%
S=C(NCCc1ccc(Cl)cc1)Nc1ccc(Cl)cc1Cl	6%	1%	i	1.1	65	72	-9	643	12%	1.1	4.5%	-0.5%
O=C(CSc1nnc(Cc2cccs2)n1Cc1ccco1)Nc1ccc(Cl)cc1Cl	20%	6%	i	0.9	21	1	.	.	18%	1.1	0.0%	7.0%
O=C(Cc1ccc(Cl)cc1)NCCN1CCCC1	-6%	3%	i	1.1	-3	2	6	755	1%	1.1	-2.1%	2.0%
Fc1ccc(CCNC(=S)Nc2ccc(F)c(Cl)c2)cc1	0%	7%	i	0.2	77*	75*	-28	620	5%	1.1	-0.5%	-0.3%
CCOC(=O)c1cc2c(N)c(C(=O)c3ccc(Br)cc3)sc2[nH]c1=O	-35%	-7%	i	0.9	-4	0	-23	734	-28%	1	0.1%	-1.8%
O=C(Nc1nnc(CCc2ccccc2)s1)c1cccs1	14%	3%	i	0.7	5	6	.	.	4%	1.1	0.8%	-0.8%
O=C(Cc1cccc2ccccc12)Nc1nc(-c2cccc([N+](=O)[O-])c2)cs1	-1%	12%	i	0.9	25	40	68*	693*	9%	1.1	4.5%	-1.0%
Cc1sc(NC(=O)CCCC(=O)O)c(C#N)c1C	-22%	4%	i	1.1	-7	-7	2	730	-6%	1.1	0.5%	1.5%
CC1(C)CC(=O)C2=C(C1)N(CCN1CCOCC1)C1=C(C(=O)CC(C)(C)C1)C2c1cccc(Cl)c1	2%	12%	i	1.1	25	-2	.	.	11%	1.2	3.1%	1.9%
O=c1[nH]c2ccccc2n1CCCSc1cnc2ccccc2n1	10%	-2%	i	1.0	4	-7	-3	676	7%	1.1	0.5%	-2.9%
CC(C)(O)C(=O)NNC(=S)Nc1ccc(F)c(Cl)c1	-2%	6%	i	0.2	9	8	11	733	2%	2	-0.4%	-0.7%
COc1ccc(N=C(N(C)C)P(=O)(N(C)C)N(C)C)cc1	1%	2%	i	2.2&0.9	1	-6	.	.	1%	1	-2.0%&4.8%	-1.7%
Cc1ccc(CN2C(=O)CCC2C(=O)NCCCN2CCC(C)CC2)cc1 (stereo unspecified)	4%	4%	i	0.8	-18	-30	10	719	5%	1.2	0.2%	.

An excerpt of the results above, as a working copy:
molecule	PMI inhibition	M1AAP inhibition	Myeloid diff MLP	Myeloid diff MLP GFP+ MAC1+ %	WT yeast gro inh	WT yeast gro inh mutant strain	Lipid droplet	Lipid droplet cells 6.5 µM	PMI inhibitors	TNAP activation fold	UTI89 phage lysis	ER stress rescue
CCOC(=O)c1cc2c(N)c(C(=O)c3ccc(Br)cc3)sc2[nH]c1=O	-35%	-7%	i	0.9	-4	0	-23	734	-28%	1	0.1%	-1.8%
O=C(Nc1nnc(CCc2ccccc2)s1)c1cccs1	14%	3%	i	0.7	5	6	.	.	4%	1.1	0.8%	-0.8%
O=C(Cc1cccc2ccccc12)Nc1nc(-c2cccc([N+](=O)[O-])c2)cs1	-1%	12%	i	0.9	25	40	68*	693*	9%	1.1	4.5%	-1.0%
Cc1sc(NC(=O)CCCC(=O)O)c(C#N)c1C	-22%	4%	i	1.1	-7	-7	2	730	-6%	1.1	0.5%	1.5%

Next entries:
molecule	PMI inhibition	M1AAP inhibition	Myeloid diff MLP	Myeloid diff MLP GFP+ MAC1+ %	WT yeast gro inh	WT yeast gro inh mutant strain	Lipid droplet	Lipid droplet cells 6.5 µM	PMI inhibitors	TNAP activation fold	UTI89 phage lysis	ER stress rescue
CCOC(=O)Nc1ccc2c(c1)nc(CN1CCOCC1)n2C	14%	15%	i	0.5	2	-2	-17	683	13%	1	3.7%[50 µM]	0.1%
O=C(NNC(=O)c1cnccc1C(F)(F)F)c1ccc(Cl)cc1	.	6%	i	0.4	.	.	-20	699	.	.	0.7%	.
O=C(OCC(=O)N1CCN(C(=O)c2ccco2)CC1)c1ccccc1C(=O)c1ccc(Cl)cc1	2%	8%	i	1.8	-4	-7	.	.	3%	1.1	3.8%	0.2%
COC(=O)c1c(NC(=O)CN2CCN(c3ccccc3Cl)CC2)sc(C)c1C	9%	7%	i	0.3	3	26	-13	634	19%	1	5.6%[50 µM]	1.8%
Clc1ccc2[nH]c3c(NCCN4CCOCC4)ncnc3c2c1	6%	7%	i	0.5	6	7	-15	661	8%	1.2	-1.0%	.
Fc1ccc(-c2nc(-c3cccs3)no2)cc1	.	-1%	i	0.5	.	.	-17	733	.	.	0.0%	.
Cc1noc(C)c1COc1ccc(C(=O)OCC(=O)c2ccc3c(c2)OCCO3)cc1	-4%	1%	i	1.1	12	5	12	822	-2%	1.1	0.8%	-0.3%
CCOC(=O)C(C(=O)OCC)C1CS(=O)(=O)CC1C(C(=O)OCC)C(=O)OCC (stereo unspecified)	-5%	0%	i	4.1	-4	-5	.	.	-7%	1.1	2.7%	-3.4%
Cc1nc([N+](=O)[O-])c(Br)n1CC(=O)c1ccc(F)cc1	-9%	2%	i	0.1	-16	10	-30	741	-8%	1	0.2%	2.4%
CCOC(=O)N1CCC(NC(=O)C2CCN(C(=O)N3CCOc4ccccc43)CC2)CC1	6%	-3%	i	0.5	-31	-22	5	781	4%	1	-0.3%	-1.1%
Cc1c(C(=O)Nc2ccncc2)sc2nc(-c3ccccc3)cn12	20%	15%	i	2.9	15	3	20	639	22%	1.1	i	-3.1%
CCOC(=O)C1=C(C)OC(N)=C(C#N)C1c1cc2c(cc1Br)OCO2 (stereo unspecified)	15%	4%	i	0.5	-10	-23	.	.	15%	1.1	-1.1%	-0.4%
CCOc1ccccc1N1CC(C(=O)N2CCc3ccccc32)CC1=O (stereo unspecified)	-5%	7%	i	0.5	5	15	.	.	-2%	1.1	0.0%	3.4%
Cc1cc(NC(=O)c2noc3c2CCCC3)nn1Cc1ccc(Cl)cc1	6%	-4%	i	8.0	40	30	.	.	10%	1.1	0.5%	-0.5%
CSc1nnc(C)c(=O)n1COC(=O)COc1ccccc1C	5%	2%	i	0.6	-13	2	18	653	3%	1	i	16%
CCCNC(=O)Nc1nccs1	13%	0%	i	0.8	-7	-3	4	772	16%	1.1	0.1%	4.3%
Cc1cccc(N/C(N)=N/c2nc(C)cc(C)n2)c1	-2%	5%	i	0.5	20	9	.	.	2%	1.1	0.7%	-3.6%
c1ccc(N2CCOCCOCCOCCOCCOCC2)cc1	1%	.	i	1.0	7	4	1	736	-1%	1.1	0.5%	1.0%
Cc1cc(-c2nnc(SCc3cccnc3)o2)no1	-1%	-1%	i	1.4	10	23	.	.	-9%	1	1.6%	2.1%
CCO[C@@H]1OC(C(=O)N2CCN(C)CC2)=C[C@H](c2coc3ccccc3c2=O)[C@H]1CCCO	2%	0%	i	1.0	-10	-3	-2	709	3%	1.1	-0.8%	0.3%
Cc1ccc(NC(=O)NC2CCN(CC(=O)Nc3nccs3)CC2)cc1	-8%	6%	i	2.7	-7	14	.	.	-6%	1.1	0.2%	-2.6%
COc1ccc(NC(=S)NC(NC(=O)c2ccccc2Cl)C(Cl)(Cl)Cl)c([N+](=O)[O-])c1 (stereo unspecified)	9%	9%	i	1.4	3	9	-8	780	18%	0.9	-0.1%[50 µM]	0.0%

Source: PubChem
